Assay outcomes deposited in PubChem by The Scripps Research Institute Molecular Screening Center.
TEAD-YAP block = TEAD-YAP interaction inhibition; HEK-TIYL cells, TEAD-Gal4/YAP UAS-luciferase luminescence; actives 1.4% (n = 640,000); inhibition, % at 9.12 µM; in the data active means inhibition above about 32%;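 further: 0% = median of test compound wells and 100% = reference inhibitor wells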
GPR151 ag = human GPR151 activation; Q8TDV0; PathHunter beta-arrestin GPR151 cells, luminescence; activation, % at 11.2 µM; actives 1% (n = 650,000); in the data active means activation above about 4.9%;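 further: 0% = median of compound wells and 100% = cells with positive control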
Target sequence (Q8TDV0 whole entry, looked up): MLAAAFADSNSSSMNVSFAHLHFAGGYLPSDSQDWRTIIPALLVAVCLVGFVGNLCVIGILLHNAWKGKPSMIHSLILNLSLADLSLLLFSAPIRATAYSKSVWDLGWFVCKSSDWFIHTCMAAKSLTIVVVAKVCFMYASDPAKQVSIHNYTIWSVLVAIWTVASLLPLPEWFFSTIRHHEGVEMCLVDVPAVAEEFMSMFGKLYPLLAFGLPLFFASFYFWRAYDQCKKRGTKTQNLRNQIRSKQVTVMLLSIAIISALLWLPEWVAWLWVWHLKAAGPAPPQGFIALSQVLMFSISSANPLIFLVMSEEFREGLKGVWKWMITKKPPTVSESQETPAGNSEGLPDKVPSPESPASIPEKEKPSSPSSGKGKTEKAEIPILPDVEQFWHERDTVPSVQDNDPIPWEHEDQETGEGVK
MITF inh = blocks human microphthalmia-associated transcription factor; AlphaScreen MITF homodimerization, bead proximity signal; inhibition, % at 2.6 µM; AID 1259374; actives 0.91% (n = 650,000); in the data active means inhibition above about 50%;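 further: 0% = vehicle wells with protein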
Target sequence (O75030 whole entry, looked up): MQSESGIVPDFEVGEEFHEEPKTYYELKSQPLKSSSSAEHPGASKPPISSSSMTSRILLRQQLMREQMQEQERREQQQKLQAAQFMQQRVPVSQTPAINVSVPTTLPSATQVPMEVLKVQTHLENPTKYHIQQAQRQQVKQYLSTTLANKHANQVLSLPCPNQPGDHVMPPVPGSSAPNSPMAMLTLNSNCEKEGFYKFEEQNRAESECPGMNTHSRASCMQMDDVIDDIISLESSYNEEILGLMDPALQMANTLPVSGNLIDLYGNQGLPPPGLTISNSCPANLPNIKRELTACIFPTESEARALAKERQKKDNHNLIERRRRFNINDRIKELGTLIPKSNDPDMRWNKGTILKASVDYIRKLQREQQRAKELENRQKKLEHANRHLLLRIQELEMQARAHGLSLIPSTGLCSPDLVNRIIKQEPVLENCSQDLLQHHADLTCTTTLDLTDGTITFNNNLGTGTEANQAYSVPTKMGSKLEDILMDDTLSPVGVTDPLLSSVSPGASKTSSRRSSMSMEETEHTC
FBW7 act = activators of human E3 ligase FBW7; AlphaScreen FBW7–phospho-cyclin E peptide binding, activator screen; normalized activity (activation), % at 26.1 µM; actives 0.13% (n = 650,000); AID 1259310; in the data active means normalized activity above about 1.9%;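 further: purified mutant Fbw7 with reduced substrate affinity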
* marks the source's active call; other numbers are inactive results; & = joins results of further samples.

What do the screens show for `COc1cc(Nc2nc(NC3CC3)c3ncn(CCN4CCCC4=O)c3n2)cc(OC)c1OC`?
TEAD-YAP block: 4.0; GPR151 ag: 0.1; MITF inh: -6.0; FBW7 act: 0.0

What do the screens show for `CN(C)CCNc1ncnc2c1cnn2-c1ccc(Cl)cc1`?
TEAD-YAP block: -48.4; GPR151 ag: -2.6; MITF inh: 10.5; FBW7 act: 0.3

What do the screens show for `COc1ccc(C(=O)C[n+]2cccc(CO)c2)cc1OC`?
TEAD-YAP block: -7.0; GPR151 ag: -0.7; MITF inh: 2.0; FBW7 act: -0.1

What do the screens show for `O=C1CN(C(=O)c2cc3ccccc3oc2=O)C(c2ccccc2)c2cc(Br)ccc2N1` (stereo not given)?
TEAD-YAP block: 4.0; GPR151 ag: 0.6; MITF inh: -8.0; FBW7 act: -0.2

How did CCOC(=O)c1c(C)[nH]c(C)c1C(=O)CSc1nnnn1C do in these assays?
TEAD-YAP block: -7.1; GPR151 ag: -1.2; MITF inh: -4.9; FBW7 act: 0.0

What do the screens show for `O=C(O)c1ccccc1N=Nc1c(O)[nH]c(=S)[nH]c1=O`?
TEAD-YAP block: 3.1; GPR151 ag: -2.0; MITF inh: 10.2; FBW7 act: 0.0

Results for O=C(c1cccc2c1NC(c1ccc(Br)cc1)C1CC=CC21)N1CCCC1 (stereo not given) ?
TEAD-YAP block: -10.1; GPR151 ag: 0.4; MITF inh: -7.2; FBW7 act: -0.2

Results for CCOC(=O)C1=C(C)N=c2s/c(=C\c3ccc(OC)cc3)c(=O)n2C1c1ccccc1Cl (stereo not given) ?
TEAD-YAP block: -0.5; GPR151 ag: 0.0; MITF inh: 3.1; FBW7 act: -0.1

Results for Cc1onc(C(=O)NCC2CCCO2)c1[N+](=O)[O-] (stereo not given) ?
TEAD-YAP block: 2.2; GPR151 ag: -0.3; MITF inh: -2.1; FBW7 act: -0.1

What do the screens show for `CCOC(=O)/C(C#N)=C/c1c(Oc2ccc(CC)cc2)nc2c(C)cccn2c1=O`?
TEAD-YAP block: 1.3; GPR151 ag: 1.6; MITF inh: 17.3; FBW7 act: -0.1

What do the screens show for `O=C(CNCc1ccc(Cl)cc1)NCc1ccco1`?
TEAD-YAP block: -2.4; GPR151 ag: 1.0; MITF inh: 17.9; FBW7 act: -0.1

Results for COc1ccccc1NC(=O)C(=O)Nc1ccccn1 ?
TEAD-YAP block: -43.8; GPR151 ag: -4.1; MITF inh: 1.5; FBW7 act: 0.2

Results for CCn1c(SCC(=O)Nc2ccc(NC(C)=O)cc2)nnc1C1CC1 ?
TEAD-YAP block: -5.6; GPR151 ag: 0.0; MITF inh: -2.9; FBW7 act: 0.0

What do the screens show for `COC(=O)c1cccc(NC(=O)/C(=C\c2ccccc2)NC(=O)c2ccc(Br)cc2)c1`?
TEAD-YAP block: -6.0; GPR151 ag: 1.1; MITF inh: 3.2; FBW7 act: -0.2

Results for CCOC(=O)C1=CN(C)C=C(C(=O)OCC)C1c1cc(Br)c(O)c(OC)c1 ?
TEAD-YAP block: 0.3; GPR151 ag: 1.1; MITF inh: 8.8; FBW7 act: -0.1

Random excerpt: three compounds from above
What do the screens show for `O=C(O)c1ccccc1N=Nc1c(O)[nH]c(=S)[nH]c1=O`?
TEAD-YAP block: 3.1; GPR151 ag: -2.0; MITF inh: 10.2; FBW7 act: 0.0

What do the screens show for `COc1ccc(C(=O)C[n+]2cccc(CO)c2)cc1OC`?
TEAD-YAP block: -7.0; GPR151 ag: -0.7; MITF inh: 2.0; FBW7 act: -0.1

What do the screens show for `O=C1CN(C(=O)c2cc3ccccc3oc2=O)C(c2ccccc2)c2cc(Br)ccc2N1` (stereo not given)?
TEAD-YAP block: 4.0; GPR151 ag: 0.6; MITF inh: -8.0; FBW7 act: -0.2

Additional entries:
What do the screens show for `Cc1ccc2c(c1)C1C=CCC1C(c1ccc([N+](=O)[O-])cc1)N2` (stereo not given)?
TEAD-YAP block: -2.0; GPR151 ag: 0.5; MITF inh: -1.1; FBW7 act: -0.1

How did COc1ccc(CCNC(=O)c2cnn3c(C)c(Cc4cc(C)ccc4C)c(C)nc23)cc1OC do in these assays?
TEAD-YAP block: -9.3; GPR151 ag: 1.8; MITF inh: 10.9; FBW7 act: -0.1

Results for N#CC1=C2c3ccccc3CC3(CCCC3)N2C(=O)C1=O ?
TEAD-YAP block: -0.3; GPR151 ag: 2.4; MITF inh: 2.9; FBW7 act: 0.0

What do the screens show for `O=C(NCCN1CCCC1)c1ccc(Cl)cc1Cl`?
TEAD-YAP block: -8.0; GPR151 ag: 0.8; MITF inh: 7.5; FBW7 act: 0.0

What do the screens show for `COc1ccc(N2CCN(c3nc(NC(C)(C)C)nc(OC)n3)CC2)cc1`?
TEAD-YAP block: -0.8; GPR151 ag: -0.5; MITF inh: 11.9; FBW7 act: -0.1

Results for Cc1cc(=O)nc2c3ccccc3n(C(C)C(=O)NC3CCC(C)CC3)n12 (stereo not given) ?
TEAD-YAP block: -8.8; GPR151 ag: 0.3; MITF inh: -7.4; FBW7 act: -0.1

What do the screens show for `O=C1Cc2ccccc2C(=O)N1Cc1ccco1`?
TEAD-YAP block: 1.1; GPR151 ag: 0.0; MITF inh: 2.4; FBW7 act: 0.0

How did CCOc1ccc(/C=C2\C(=O)NN(c3ccc(Cl)c(Cl)c3)C2=O)cc1 do in these assays?
TEAD-YAP block: -6.1; GPR151 ag: -0.5; MITF inh: -14.9; FBW7 act: 0.0

Results for CC1=CC(C)C(COC(=O)C[N+]2(C)CCOCC2)C(C)C1 (stereo not given) ?
TEAD-YAP block: -4.9; GPR151 ag: 0.6; MITF inh: 0.7; FBW7 act: 0.0

What do the screens show for `CCCCNC(=O)CCNC(=O)Cn1cnc2sc3c(c2c1=O)CCCC3`?
TEAD-YAP block: 0.1; GPR151 ag: -0.7; MITF inh: 6.3; FBW7 act: 0.4

Results for Cc1ccc(/C(O)=C2\C(=O)C(=O)NC2c2ccc(C)cc2)cc1 (stereo not given) ?
TEAD-YAP block: -0.7; GPR151 ag: -1.1; MITF inh: 9.9; FBW7 act: -0.1

What do the screens show for `O=C(Nc1ccccc1C(=O)Nc1ccccc1Cl)c1ccncc1`?
TEAD-YAP block: 7.0; GPR151 ag: 0.2; MITF inh: 9.9; FBW7 act: 0.1

What do the screens show for `COc1ccc(C2=NN(CCC(=O)NCc3ccccc3)C(=O)CC2)cc1`?
TEAD-YAP block: -6.6; GPR151 ag: -0.4; MITF inh: 8.7; FBW7 act: 0.1

Results for Cc1nn(C)c(C)c1-c1cccc(C(=O)NCc2cccc(C(F)(F)F)c2)n1 ?
TEAD-YAP block: -4.2; GPR151 ag: 1.9; MITF inh: 15.7; FBW7 act: 0.1

Results for COc1ccccc1NC(=O)CSc1ccc(-c2ccncc2)nn1 ?
TEAD-YAP block: -18.0; GPR151 ag: -3.5; MITF inh: -1.1; FBW7 act: -0.2

Results for COc1ccc(C2C(C(=O)OCC(C)C)=C(C)NC3=C2C(=O)CC(c2ccccc2)C3)c(OC)c1 (stereo not given) ?
TEAD-YAP block: -5.6; GPR151 ag: 0.8; MITF inh: -5.2; FBW7 act: 0.2

How did N#Cc1c(-c2cccs2)cc(-c2cccs2)nc1SCC(=O)c1ccc(Br)cc1 do in these assays?
TEAD-YAP block: -7.0; GPR151 ag: 0.0; MITF inh: 4.2; FBW7 act: 0.0

How did CCCNC(=O)c1nnc(Cc2c(F)cccc2Cl)o1 do in these assays?
TEAD-YAP block: 0.2; GPR151 ag: -0.6; MITF inh: -7.0; FBW7 act: 0.0

Results for CC(=O)c1ccc(N2CCN(Cc3cccnc3)CC2)cc1 ?
TEAD-YAP block: -5.8; GPR151 ag: 2.1; MITF inh: 36.6; FBW7 act: -0.2

What do the screens show for `Cc1cc(C=C2C(=O)NC(=O)NC2=O)c(C)n1-c1cc(Cl)cc(Cl)c1`?
TEAD-YAP block: -4.7; GPR151 ag: 0.5; MITF inh: 6.2; FBW7 act: -0.7

How did O=CN1CCN(Cc2cccc(Cl)c2)CC1 do in these assays?
TEAD-YAP block: 9.1; GPR151 ag: -0.6; MITF inh: 13.4; FBW7 act: -0.1

How did O=C(Nc1ccc(O)cc1)c1ccc([N+](=O)[O-])cc1 do in these assays?
TEAD-YAP block: 55.2*; GPR151 ag: 0.9; MITF inh: 11.0; FBW7 act: -0.1

How did O=CNC1CCCc2c1[nH]c1ccccc21 (stereo not given) do in these assays?
TEAD-YAP block: 3.4; GPR151 ag: 0.3; MITF inh: 9.2; FBW7 act: -0.1

Results for CCCc1[nH]n(-c2ccc(F)cc2)c(=O)c1C=Nc1ccccc1 ?
TEAD-YAP block: 3.6; GPR151 ag: -1.0; MITF inh: 8.1; FBW7 act: 0.1

How did O=C1CSC(c2ccc(F)cc2)N1Cc1ccccc1 (stereo not given) do in these assays?
TEAD-YAP block: -7.4; GPR151 ag: -1.1; MITF inh: 8.8; FBW7 act: 0.2

Results for COC(=O)CN1C(=O)C2(C(C#N)=C(N)Oc3n[nH]c(-c4cc(OC)ccc4OC)c32)c2ccccc21 (stereo not given) ?
TEAD-YAP block: -1.2; GPR151 ag: 0.3; MITF inh: 1.2; FBW7 act: 0.0

How did CSc1nc2ccc3nc(NC(=O)c4ccc(S(=O)(=O)N5CCCC5)cc4)sc3c2s1 do in these assays?
TEAD-YAP block: -1.1; GPR151 ag: 3.9; MITF inh: 5.6; FBW7 act: 0.1

How did O=C(Cc1ccc(Cl)cc1)Nn1c(-c2cccc([N+](=O)[O-])c2)nc2ccccc2c1=O do in these assays?
TEAD-YAP block: 1.6; GPR151 ag: 0.3; MITF inh: -8.0; FBW7 act: 0.1

Results for CCc1ccc(C(=O)CSc2nc3sc(C)c(C)c3c(=O)[nH]2)cc1 ?
TEAD-YAP block: 7.8&-4.0; GPR151 ag: -0.9&0.8; MITF inh: -4.0&0.9; FBW7 act: 0.1&0.0

How did O=[N+]([O-])c1cc(OCCO)c(OCCO)cc1Br do in these assays?
TEAD-YAP block: -1.2; GPR151 ag: 0.2; MITF inh: -12.8; FBW7 act: -0.1

Results for COC(=O)c1sc2nc(CN3CCc4ccccc4C3)[nH]c(=O)c2c1C ?
TEAD-YAP block: 1.0; GPR151 ag: -0.2; MITF inh: 9.0; FBW7 act: 0.5

How did CN(CCOC(=O)/C=C/c1cccc(Cl)c1)C1=NS(=O)(=O)c2ccccc21 do in these assays?
TEAD-YAP block: -11.4; GPR151 ag: 0.2; MITF inh: -5.7; FBW7 act: 0.1

How did CSc1cccc(NC(=O)C2C3C=CC4(O3)C2C(=O)N(C(C)c2ccccc2)C4C(=O)NC2CCCC(C)C2C)c1 (stereo not given) do in these assays?
TEAD-YAP block: 8.0; GPR151 ag: 0.2; MITF inh: 0.7; FBW7 act: 0.3

How did CCCCc1ccc(NC(=O)CC2Sc3ccccc3NC2=O)cc1 (stereo not given) do in these assays?
TEAD-YAP block: 2.6; GPR151 ag: -0.5; MITF inh: 12.7; FBW7 act: 0.4

What do the screens show for `O=C(Cc1cn2ccsc2n1)NNC(=S)Nc1ccccc1`?
TEAD-YAP block: 12.0; GPR151 ag: -0.9; MITF inh: 16.2; FBW7 act: -0.5

How did O=C1CN(c2ccccc2)C(=O)C1C(=O)NC1CCCCC1 (stereo not given) do in these assays?
TEAD-YAP block: -5.8; GPR151 ag: 1.8; MITF inh: -0.2; FBW7 act: -0.1

Results for Cc1ccc(Nc2nc3nonc3n3cnnc23)cc1C ?
TEAD-YAP block: -9.8; GPR151 ag: -0.6; MITF inh: 15.2; FBW7 act: 0.1

Results for COc1ccc(N=c2ssc3c2-c2cc(OC)ccc2NC3(C)C)cc1 ?
TEAD-YAP block: -8.8; GPR151 ag: -0.8; MITF inh: 5.8; FBW7 act: -0.2

Results for CCOC(=O)N/N=C\c1ccc(-c2cccc(Br)c2)o1 ?
TEAD-YAP block: -21.4; GPR151 ag: -0.2; MITF inh: -12.9; FBW7 act: 0.0

Results for CN(C)CCn1c(NC(=O)c2ccc(Cl)cc2)nc2ccccc21 ?
TEAD-YAP block: -13.1; GPR151 ag: -1.2; MITF inh: -4.7; FBW7 act: -0.3

How did Cc1ccc2nc(N3CCC(C(=O)NC4C5CC6CC4CC(O)(C6)C5)CC3)nc(C)c2c1 (stereo not given) do in these assays?
TEAD-YAP block: -2.5; GPR151 ag: -0.5; MITF inh: -8.1; FBW7 act: 0.0

How did NC(=O)c1c(NC(=O)c2cc(-c3cccs3)nc3ccccc23)sc2c1CCCCCC2 do in these assays?
TEAD-YAP block: -4.0; GPR151 ag: -0.4; MITF inh: -6.4; FBW7 act: 0.5

Results for c1ccc(OCCCc2nc(-c3cccnc3)no2)cc1 ?
TEAD-YAP block: -2.5; GPR151 ag: -1.1; MITF inh: 1.1; FBW7 act: 0.2

Results for O=C(O)CN1C(=O)CSc2ccc(S(=O)(=O)N3CCOCC3)cc21 ?
TEAD-YAP block: -5.9; GPR151 ag: 0.1; MITF inh: -7.4; FBW7 act: -0.1

Of the compounds above, 2 have a COOH group:
What do the screens show for `O=C(O)c1ccccc1N=Nc1c(O)[nH]c(=S)[nH]c1=O`?
TEAD-YAP block: 3.1; GPR151 ag: -2.0; MITF inh: 10.2; FBW7 act: 0.0

Results for O=C(O)CN1C(=O)CSc2ccc(S(=O)(=O)N3CCOCC3)cc21 ?
TEAD-YAP block: -5.9; GPR151 ag: 0.1; MITF inh: -7.4; FBW7 act: -0.1
